Pf Dd2 inh – Plasmodium falciparum Dd2 growth inhibition | P. falciparum Dd2 growth, SYBR Green, 72 h | Potency, µM (top dose mostly 28.9 µM), for inactives: at the highest dose activity, negative = inhibition, actives largely listed as inhibitors | 120,000 compounds, 4.3% hits | AID 1347417; active = well fitted inhibition curve with a large enough effect; inconclusive = small, poorly fitted or top-dose-only effect; inactive = no such curve, though single readings can be large or run the other way;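 note: plate controls were DMSO vehicle for no effect and reference drug for full effect; nearly all actives have a fitted effect of over 65% in size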
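Readout: SYBR Green fluorescence, 485 nm excitation, 535 nm emission, after ~16 h lysis at 37C. Before that, Dd2-infected red cells (2.5% hematocrit) grew 72 h with compound, 29 uM top final concentration.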
Numbers without * were called inactive; i = inactive; ? = inconclusive; [ ] = another dose, or the depositor's remark. Potency is the fitted concentration of half-maximal effect. An excerpt; the hit share may differ from the screen's.

Preview (two entries):
structure	Pf Dd2 inh
Cc1cccc(CN2C[C@@H](F)[C@@H](OCc3nc4ccccc4[nH]3)C2)n1	?
COC[C@@H]1CN(C(=O)c2cccc(C)n2)C[C@H]1c1nc(C2CC2)no1	-1%

All compounds of this part (from the top)
structure	Pf Dd2 inh
Cc1cccc(CN2C[C@@H](F)[C@@H](OCc3nc4ccccc4[nH]3)C2)n1	?
COC[C@@H]1CN(C(=O)c2cccc(C)n2)C[C@H]1c1nc(C2CC2)no1	-1%
CCOC(=O)c1cc(S(=O)(=O)N2CCN(c3ccccc3)CC2)[nH]n1	23%
COc1ccccc1CNC[C@H]1Cn2cc(-c3ccc(C)cc3)nc2CO1	?
COc1cccc(CN2CCCC3(CCN(C(=O)CNC(N)=O)C3)C2=O)c1OC (stereo not drawn)	-10%
CN(Cc1cccnc1)c1nc2c(c(=O)[nH]1)CCN(Cc1ccccc1)CC2	?
CN(C)c1ccc2ncc(Nc3cc(F)cc(N4CCOCC4)c3)n2n1	10µM*
O=C1CCC(C(=O)N2CCN(Cc3ccc(F)cc3)CC(O)C2)=NN1 (stereo not drawn)	2%
O=C(NCCC1=CCCCC1)c1ccc2c(c1)N(Cc1ccc(Cl)cc1)C(=O)c1ccccc1S2=O (stereo not drawn)	?
c1ccc(Cn2cc(Cn3ccnc3-c3cc4n(n3)CCNC4)cn2)cc1	-7%
COc1cccc(N2C(=O)NC(=NC3CCCCC3)C23CCN([S+](=O)([O-])c2cccc(C(F)(F)F)c2)C3)c1 (stereo not drawn)	?
CN1CCCCCC(O)c2cc(C(=O)NCCc3ccccn3)ccc21 (stereo not drawn)	?
COC(=O)CC1Oc2ccccc2-n2cc(-c3ccc(F)cc3)nc21 (stereo not drawn)	-15%
CC(=O)NC1(C)CCN(Cc2ccc(-c3cccc(F)c3)cc2)C1 (stereo not drawn)	?
COc1ccc(NC(=O)N2CC[C@H]3COC(=O)N3c3cc(C)ccc3C2)cc1	22%[44.1 µM]
O=C(c1ccsc1)N1CCN(C(=O)c2nnn3c2COC(c2ccccc2)C3)CC1 (stereo not drawn)	-3%
Clc1ccccc1C1(c2ccnc(-c3ccccn3)n2)CCNCC1	?
COc1ccc(CNC(=O)C2CCCN(S(=O)(=O)c3cccc4nsnc34)C2)cc1 (stereo not drawn)	-19%
Cc1ccc(C)c(NC(=O)c2ccc3nc(CCc4ccccc4)oc3c2)c1	25%
COCCc1noc([C@@H]2CC(F)(F)CN2C(=O)Cc2ccncc2)n1	26%
Cc1ccc(C)c(S(=O)(=O)n2nc(C)c(S(=O)(=O)N3CCCCCC3)c2C)c1	20%
CN(C(=O)c1ccc2cc[nH]c2c1)C1CCc2nn(C)c(=O)n2CC1 (stereo not drawn)	47%[activator]
COc1ccc(CCNC(=O)CN(c2ccccc2)S(=O)(=O)N(C)C)cc1OC	31%[activator]
CN(C)C[C@@H]1CN(c2ncccn2)C[C@H]1NS(=O)(=O)c1cccnc1	i
Cc1ccsc1C(=O)N1CCCCCC1c1nnc(-c2ccccc2)o1 (stereo not drawn)	i

Copied from the list:
COC[C@@H]1CN(C(=O)c2cccc(C)n2)C[C@H]1c1nc(C2CC2)no1 | Pf Dd2 inh: -1%
COCCc1noc([C@@H]2CC(F)(F)CN2C(=O)Cc2ccncc2)n1 | Pf Dd2 inh: 26%
COc1cccc(CN2CCCC3(CCN(C(=O)CNC(N)=O)C3)C2=O)c1OC (stereo not drawn) | Pf Dd2 inh: -10%

Next part.
structure	Pf Dd2 inh
COc1cccc(CC(=O)N2CC(N(C)Cc3cccnc3)C2)c1	-2%
CCn1ccc2oc(C)c(C(=O)N3CCN(c4ccc(OC)cc4)CC3)c2c1=O	-20%
CN(C)S(=O)(=O)c1ccc2c(c1)N(CC(=O)Nc1ccc(F)cc1)C(=O)CS2	i
CN1CC2(CCN(C(=O)N3CCOCC3)CC2)CC(c2ccccc2)C1=O (stereo not drawn)	-1%
COc1ccc(C)cc1NC(=O)C1CN(S(=O)(=O)C2CC2)CC12CCCCC2 (stereo not drawn)	i
Cc1cnc(C2CC2)n1C1CCN(C(=O)C(C)C)CC1	-9%
CCOC(=O)c1ccc(-n2c(N)c(C(=O)OC)c3nc4ccccc4nc32)cc1	?
CN1CCN(CCCNC(=O)C2CCc3sc(C(=O)N4CCCCCC4)cc3C2)CC1 (stereo not drawn)	?
CCOc1ccc(NC(=O)CCn2nc(C)c(S(=O)(=O)N3CCCCC3)c2C)cc1	13%
O=C(O)CCn1ncc2cc(OCC3CCN(C(=O)CCC(F)(F)F)CC3)ccc21	i
CCCN1C(=O)Cc2ccccc2C1C(=O)NCc1cc(OC)ccc1OC (stereo not drawn)	i
COc1cccc(CNC(=O)Cn2ccn3nc(-c4ccccc4)c(CO)c3c2=O)c1OC	i
O=C1Nc2ccccc2C12CCN(Cc1ccc(C(F)(F)F)cc1)CC2	13µM*
Cn1cnc2cc(-c3ccc(F)cc3)cc(C(=O)NCc3cccnc3)c21	11%[44.1 µM]
Cc1ccc(-n2nc3c(=O)n(C(C)C(=O)NCc4ccccc4C)nc(C)c3c2C)cc1 (stereo not drawn)	3%
CCN1C(=O)Cc2cc(C(=O)NCCC(C)C)ccc21	i
O=C(NCCc1ccc(Cl)cc1)c1cccn1-c1nnc(N2CCCCC2)s1	4%
NS(=O)(=O)c1ccc(CCNc2nc3c(-c4cccc(F)c4)nnn3c3ccc(Cl)cc23)cc1	11µM*
CN1CCC(N2CCC[C@H]2C(=O)NCc2cc3n(n2)CCCNC3)CC1	1%
COc1ccc(-c2nnc3n2N(C(C)=O)C(c2ccc(Cl)c(Cl)c2)=C(C(C)=O)S3)cc1	77%[activator]
CC(C)c1nncn1C1CCN(S(=O)(=O)c2cccc(F)c2)CC1	-21%
CS(=O)(=O)N(Cc1cccnc1)C1CN(C(=O)C2CCCCC2)C1	-2%
Cc1cccc(OC[C@H]2C[C@@H](NC(=O)c3ccc(C#N)cc3)[C@H](O)[C@@H]2O)n1	-12%[44.1 µM]
Cn1cc(CNCC2(COc3cccnc3)C[C@@H](O)[C@@H](O)C2)c2ccccc21 (stereo partly drawn)	i
COc1ccc(OC)c(NC(=O)CN2C(=O)CC(C)Sc3ccccc32)c1 (stereo not drawn)	?
COc1cccc2cc(-c3nc(Nc4cccc(C)c4C)sc3C)c(=O)oc12	5%
COC(=O)c1c(NC(=O)Cc2coc3cc(C)cc(C)c23)sc2c1CCC2	8%
O=C(CN1C(=O)CSc2ccc(S(=O)(=O)N3CCCC3)cc21)NCc1ccc(F)cc1Cl	-25%
CC(C)CCN1CC(Oc2ccc(F)c(F)c2)C1	3%[44.1 µM]
Cc1cc(F)ccc1OC1CN(Cc2ccccc2)C1	?
Cc1cccc(NC(=O)c2oc3ccc(S(=O)(=O)N(C)C4CCCCC4)cc3c2C)c1C	?
CC(CN1CC2(CCN(C(=O)c3ccc(=O)n(C)n3)CC2)OC1=O)c1ccccc1 (stereo not drawn)	-16%
CN(C)C[C@@H]1CN(Cc2ccccc2)C[C@H]1NC(=O)c1c(F)cccc1F	?
NC(=O)COc1cccc(C(=O)N2C[C@H](CO)C[C@H](CN3CCCC3)C2)c1	20%
CCc1ncc(CN2CCCC23CCN(c2ccc(C(F)(F)F)cn2)CC3)cn1	7.9µM*
CCC(C)NC(=O)c1cn(CC)c2ccc(S(=O)(=O)N3CCCCC3)cc2c1=O (stereo not drawn)	i
Cc1ccc(-n2nc(C(=O)N3CCN(c4ccccc4)CC3)c(=O)n(C)c2=O)cc1	-14%
CCOCCCNC(=O)N1Cc2ccccc2OC2(CCN(C)CC2)C1	i
CS(=O)(=O)N1CCCC(C(=O)NCC2CCN(Cc3ccc(F)cc3)CC2)CCNC(=O)CC1 (stereo not drawn)	12%
CN(CC1CCOCC1)C(=O)Nc1ccc(C(F)(F)F)cc1	i
Cc1ccc(C(=O)N2CCCC3(C2)C(=NC2CCCCC2)NC(=O)N3c2cccnc2)cc1 (stereo not drawn)	3%
CCC1(C2CCN(C(=O)CCCc3ccccc3)CC2)NC(=O)N(CCc2scnc2C)C1=O (stereo not drawn)	i
O=C(Nc1ccc(F)c(Cl)c1)N1CCC(CN2CCc3ccccc3C2)CC1	?
Cc1ccc(-c2nccn3cc(C(=O)N4CCN(c5ccccn5)CC4)nc23)cc1	-25%
COC[C@@H]1[C@H](NC(=O)CCc2nc3ccc(F)cc3[nH]2)[C@@H]2CCO[C@H]12	2%
COCCCNC(=O)CCC(=O)N1Cc2cccc(OC)c2Oc2ncccc21	11%
O=C(c1ccc2c(c1)N(Cc1ccccc1F)C(=O)c1ccccc1S2=O)N1CCCCC1 (stereo not drawn)	i
Cc1ccc(NC(=O)Cn2c(N3CCCCC3)nc(C)c(C)c2=O)c(Cl)c1	i
Cc1nnc(N2CCCC(C(=O)NCc3ccccc3F)C2)c2nn(-c3ccc(Cl)cc3)c(C)c12 (stereo not drawn)	1%
COc1ccc(CC(=O)Nc2nc3c(s2)CCCC3)cc1	23%

Cc1ccc(C)c(Cn2c(=O)n(CCCCC(=O)NCc3ccc4c(c3)OCO4)c(=O)c3ccccc32)c1
  Pf Dd2 inh = ?

Cc1ccccc1C(=O)N1CCC2(CC1)c1nccn1-c1ccccc1CN2CC(C)C
  Pf Dd2 inh = ?

COc1ccc(C(=O)N2CCC(Cc3nc(-c4ccccc4)no3)CC2)cc1F
  Pf Dd2 inh = i

CC(C)=CC(=O)N1C[C@@H](NC(=O)NC2CCCCC2)C[C@H]1C(=O)N[C@H](Cc1c[nH]c2ccccc12)C(N)=O
  Pf Dd2 inh = -27%

Cc1ncc2n1C(=O)N(C1CCN(Cc3ccccc3)CC1)C2
  Pf Dd2 inh = ?

COc1cc(OC)c(NC(=O)CSc2nccn2C)cc1Cl
  Pf Dd2 inh = 27%

O=C(Cc1ccc(F)cc1)NCc1nnc2ccc(-c3ccc(Cl)cc3)nn12
  Pf Dd2 inh = -21%

COc1ccccc1-c1nc(SCC(=O)NCc2ccc(C)cc2)c2c(=O)n(C)c(=O)n(C)c2n1
  Pf Dd2 inh = 17%

COc1cccc(CNC(=O)c2cc3n(n2)CC(c2ccc(Cl)cc2)OC3)c1 (stereo not drawn)
  Pf Dd2 inh = i

O=C(Cc1csc2nc(-c3ccccc3)cn12)NCc1ccc(F)cc1
  Pf Dd2 inh = 11%

O=C(NCCc1noc(-c2ccncc2)n1)C1CCOC1 (stereo not drawn)
  Pf Dd2 inh = ?

COCCN1CC(CO)C2(CCN(Cc3cnn(C(C)C)c3)CC2)C1 (stereo not drawn)
  Pf Dd2 inh = 24%

COc1ccc(Cl)cc1-c1ccc2c(c1)C(=O)N1CCN(C(=O)C3CC3)C[C@@H]1C(=O)N2
  Pf Dd2 inh = 13µM*

O=C(Nc1ccc2c(c1)CN(Cc1ccccc1F)C(=O)CO2)c1ccccc1F
  Pf Dd2 inh = ?

CCCCOc1ccccc1C(=O)N(Cc1cccc(F)c1)C1CCS(=O)(=O)C1 (stereo not drawn)
  Pf Dd2 inh = ?

Cn1nc(C2CCNC2)c2c(C(=O)NCc3ccc(F)cc3)cc(C3CC3)nc21 (stereo not drawn)
  Pf Dd2 inh = -23%

CC(C)NC(=O)N1CCCC1c1nnc2n1CCNC2 (stereo not drawn)
  Pf Dd2 inh = 2%

NC(=O)[C@@H]1CN(C(=O)c2cnccn2)C[C@H]1COc1ccccc1
  Pf Dd2 inh = -13%

O=C(Cn1cncn1)N1CCC(C2CCN(Cc3cccc(F)c3F)CC2)C1 (stereo not drawn)
  Pf Dd2 inh = -16%

CC(C)N1C(=O)C2(CCCC2)C1C(=O)NCCCN1CCCC1=O (stereo not drawn)
  Pf Dd2 inh = 17%

CCOC(=O)c1cnc2c(C)cc(C)cc2c1Nc1cccc(C(=O)O)c1
  Pf Dd2 inh = 9%

C[S+](=O)([O-])N1CC2(CCN(C3COC3)CC2)Cc2ccccc21
  Pf Dd2 inh = 10%

COc1cccc(-c2cc(C(=O)N[C@@H](C)C(N)=O)[nH]n2)c1
  Pf Dd2 inh = -15%

Cc1noc(C)c1-c1cc(-c2cccc(O)c2)cn2cncc12
  Pf Dd2 inh = 11µM*

CC(=O)Nc1ccc(CN2CCc3nc(C4CC4)nc(-c4ccc(O)cc4)c3CC2)cc1
  Pf Dd2 inh = i

CCCCn1c2ccc(F)cc2c2nnc(SCCN(CC)CC)nc21
  Pf Dd2 inh = ?

Fc1ccc(CN2CCc3nc(Nc4ccccc4)ncc3C2)cc1F
  Pf Dd2 inh = ?

CCNC(=O)[C@@H]1C[C@H](NC(=O)CO)CN1CC(=O)NCc1cccs1
  Pf Dd2 inh = -16%

CC(=O)c1ccc(NC(=O)Cn2cnc3nc4c(cc3c2=O)CC(C)CC4)cc1 (stereo not drawn)
  Pf Dd2 inh = 28%

CCOc1ccc(Cl)cc1C1CC(=O)Nc2cc(OC)c(OC)c(OC)c21 (stereo not drawn)
  Pf Dd2 inh = 25%

O=C(Nc1ccccc1)N1CCCC1c1nncn1C1CCCC1 (stereo not drawn)
  Pf Dd2 inh = -9%

Cc1ccccc1-c1cccc(CN2CCOC(CCN)C2)c1 (stereo not drawn)
  Pf Dd2 inh = ?

NC(=O)C1CCN(C(=O)c2ccc(NC(=O)c3nsc4ccccc34)cc2)CC1
  Pf Dd2 inh = -6%

C[C@@H]1CN(C(=O)Cc2cc3c(cc2Cl)OCCO3)C[C@@]1(O)C1CCC1
  Pf Dd2 inh = 0%

A section from further up, for reference:
CC(=O)c1ccc(NC(=O)Cn2cnc3nc4c(cc3c2=O)CC(C)CC4)cc1 (stereo not drawn)
  Pf Dd2 inh = 28%

CCOc1ccc(Cl)cc1C1CC(=O)Nc2cc(OC)c(OC)c(OC)c21 (stereo not drawn)
  Pf Dd2 inh = 25%

O=C(Nc1ccccc1)N1CCCC1c1nncn1C1CCCC1 (stereo not drawn)
  Pf Dd2 inh = -9%

Cc1ccccc1-c1cccc(CN2CCOC(CCN)C2)c1 (stereo not drawn)
  Pf Dd2 inh = ?

NC(=O)C1CCN(C(=O)c2ccc(NC(=O)c3nsc4ccccc34)cc2)CC1
  Pf Dd2 inh = -6%

C[C@@H]1CN(C(=O)Cc2cc3c(cc2Cl)OCCO3)C[C@@]1(O)C1CCC1
  Pf Dd2 inh = 0%

High-throughput results: PubChem, National Center for Advancing Translational Sciences (NCATS)
